Source: PubChem (several laboratories)
APP transl inh – APP translation inhibition. SH-SY5Y APP 5'UTR-luciferase reporter, luminescence. inhibition, % at 2 µM. actives 0.82% (n = 190,000). AID 1285;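 active = inhibition above a set limit, derived from the sample mean plus 3 SD, cut at about 45% in these data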; note: values of inactives mirror those of a sister screen read the other way
NF-kB expr up – raises NF-kB expression in human neuronal cells; actives 1.6% (n = 190,000); fold change at 12.5 µM; AID 1239; NF-kB reporter expression; stronger effect = higher value; in the data active = fold change above about 3.3
STAT3 act – activators of IL-6 induced STAT3 signaling. U3A cells, IL-6 STAT3-luciferase reporter, luminescence; 100% = signal with IL-6 EC80 alone. activation (% of control), % at 5.6 µM. actives 0.91% (n = 190,000). AID 871;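 active = activation above the screen-wide mean of compound activation plus 3 SD, cut at about 130% in these data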;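 note: 0% = background luminescence of wells with medium and substrate only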
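System – human U3A cells carrying STAT3-luciferase construct · Probe or stimulus – Interleukin-6, 33 ng/mL · Schedule – compound 1 h, then IL-6 6 h at 37 °C · Signal – luminescence from STAT3-driven luciferase reporter · Evaluation – percent of IL-6-only median luminescence · Benchmarks – IL-6-only high control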
STAT1 act – activators of IFN-gamma induced STAT1 signaling; AID 932; actives 2.6% (n = 200,000); NIH 3T3 STAT1-luciferase reporter, luminescence; 100% = IFN-gamma alone, no compound; activation (% of control), % at 5.5 µM;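 active = activation above the screen-wide mean activation plus 3 SD, cut at about 130% in these data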;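 note: raw ratio to IFN-gamma control signal so 100% means no change and 0% no light; values of inactives mirror those of a sister screen read the other way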
FLuc act counter – firefly luciferase counter-screen for stimulation assays; P08659; ATPlite luciferase biochemical, luminescence, 10 min; 0 = ATP-free wells, 1 = DMSO control; activation factor at 10 µM; 200,000 tested, under 10 active;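 active = luciferase activation factor, scaled between plate controls, of at least 2 with compound at 10 µM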
Target sequence (P08659 whole entry, looked up): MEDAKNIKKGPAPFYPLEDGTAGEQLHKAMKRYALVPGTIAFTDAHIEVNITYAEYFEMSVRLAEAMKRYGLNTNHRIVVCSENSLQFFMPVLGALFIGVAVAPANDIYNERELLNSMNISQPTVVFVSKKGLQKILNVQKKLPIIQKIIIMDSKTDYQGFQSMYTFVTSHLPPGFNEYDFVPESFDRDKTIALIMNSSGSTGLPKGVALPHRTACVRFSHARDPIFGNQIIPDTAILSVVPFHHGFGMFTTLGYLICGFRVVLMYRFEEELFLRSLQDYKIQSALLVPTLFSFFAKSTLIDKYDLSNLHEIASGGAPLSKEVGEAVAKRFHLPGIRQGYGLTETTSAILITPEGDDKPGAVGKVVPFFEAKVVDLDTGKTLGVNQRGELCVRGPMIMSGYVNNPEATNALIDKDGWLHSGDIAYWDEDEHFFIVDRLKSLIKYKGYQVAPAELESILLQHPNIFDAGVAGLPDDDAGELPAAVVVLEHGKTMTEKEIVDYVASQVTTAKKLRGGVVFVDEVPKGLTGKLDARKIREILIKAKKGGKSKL
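test system = cell-free luciferase reagent | medium = PBS as buffer for the ATP substrate | dosing = test compounds dosed from 2 mM stocks in 100% DMSO | incubation = 10 min at ambient temperature | detection = luminescence measurement of luciferase light output | benchmarks = low control with PBS replacing ATP, high control enzyme plus ATP without compound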
STAT1 inh – inhibitors of IFN-gamma induced STAT1 signaling; AID 920; NIH 3T3 STAT1-luciferase reporter, luminescence; actives 0.35% (n = 200,000); inhibition, % at 5.5 µM;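 active = inhibition above a set limit, the mean inhibition across all tested compounds plus 3 SD, cut at about 34% in these data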;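 note: 0% = IFN-gamma with DMSO and 100% = IFN-gamma with 300 µM nifuroxazide; values of inactives mirror those of a sister screen read the other way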
APP 5'UTR act – activates APP 5'UTR luciferase reporter. SH-SY5Y APP 5'UTR luciferase reporter, luminescence; zero percent = DMSO vehicle wells. activation, % at 2 µM. actives 1% (n = 190,000). AID 1276;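 active = activation above a set limit, based on mean plus 3 SD of controls, cut at about 140% in these data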; note: values of inactives mirror those of a sister screen read the other way
STAT3 inh – reduces IL-6 driven STAT3 reporter signal. actives 0.89% (n = 190,000). inhibition, % at 5.5 µM. U3A cells, IL-6 STAT3-luciferase reporter, luminescence; host cell line lacks STAT1;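 active = inhibition above the mean inhibition across all screened compounds plus 3 SD, cut at about 44% in these data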;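 note: 0% = DMSO only wells and 100% = 100 µM nifuroxazide control wells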
ROMK mod – human ROMK K+ channel modulation, primary screen; B-score at 10 µM; actives 2% (n = 130,000); Tet-inducible ROMK, thallium flux fluorescence; actives lie on both sides;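 active = signal ratio slope over the read window, or its plate-corrected B-score, at least 3 SD from the plate mean, either direction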;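 note: B-score of the F/F0 ratio slope over 7 to 12 s after thallium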
Target sequence (P48048 whole entry, looked up): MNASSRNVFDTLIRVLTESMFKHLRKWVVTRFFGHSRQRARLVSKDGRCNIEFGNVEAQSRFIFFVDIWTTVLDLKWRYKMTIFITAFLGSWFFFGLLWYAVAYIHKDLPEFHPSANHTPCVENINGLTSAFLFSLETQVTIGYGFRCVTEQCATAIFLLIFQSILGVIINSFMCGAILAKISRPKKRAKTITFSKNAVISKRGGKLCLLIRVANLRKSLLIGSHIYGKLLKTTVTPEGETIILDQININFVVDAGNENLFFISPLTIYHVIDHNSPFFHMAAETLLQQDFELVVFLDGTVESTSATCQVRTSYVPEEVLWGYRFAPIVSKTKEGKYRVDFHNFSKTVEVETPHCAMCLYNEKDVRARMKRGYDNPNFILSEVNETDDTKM
FLuc inhib CS – counter-screen for luciferase assay inhibitors: firefly luciferase inhibition; actives 1.5% (n = 200,000); inhibition, % at 10 µM; ATPLite firefly luciferase biochemical luminescence, 10 min;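 active = inhibition above about 50% when tested at 10 µM, limit read from the data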
* marks the source's active call; other numbers are inactive results; x = not tested or not shown.

SMILES	APP transl inh	NF-kB expr up	STAT3 act	STAT1 act	FLuc act counter	STAT1 inh	APP 5'UTR act	STAT3 inh	ROMK mod	FLuc inhib CS
CCOC(=O)c1c(C)oc2ccc(NS(=O)(=O)c3ccc4c5c(cccc35)C(=O)N4)cc12	0	1.1	97	91	1	10	0	8	-3*	-1
Cc1ccc(C(=O)Oc2ccccc2C(=O)N2CCOCC2)cc1	11	0.94	96	95	1	5	-11	9	0.095	-1
C/C(=N\Nc1ccc(Cl)c(C(=O)O)c1)c1cc2ccccc2o1	-11	0.99	97	114	1	-16	11	11	-1.1	1
O=C(Nc1nc2ccccc2n1CCN1CCCC1)C1CCCCC1	0	0.84	94	97	1	3	0	11	x	-4
CCOc1ccc2[nH]c(=O)c(CN(CCO)C(=O)c3ccc(Br)cc3)cc2c1	7	0.98	97	98	1	2	-7	6	-0.15	-4
Cc1cc(C)n(-c2nnc(C)n2/N=C/c2ccccc2F)n1	-6	1.2	103	95	1.1	4	6	-3	-0.91	-6
O=C(C/C=N/OCc1ccc(F)cc1Cl)c1cnc(-c2ccccc2)s1	-9	0.96	103	106	1.1	-7	9	6	x	-5
COc1cc(CCCN2C(=S)NC[C@@H]2c2ccccc2)cc(OC)c1OC	-11	0.95	x	89	1	13	11	x	x	-4
O=C(CC1C(=O)NCCN1Cc1ccc(F)cc1)NCCCn1cccn1 (configuration not stated)	2	0.74	109	97	1.1	1	-2	-8	0.42	-6
CC(C)Nc1nc(NC(C)C)nc(N(C)C#N)n1	0	0.98	104	96	1.1	4	0	3	x	-7
Cc1csc(NC(=O)CSc2nnc(-c3ccncc3)o2)n1	-28	1.5	100	114	1	-15	28	3	x	-5
COc1cc(OC)cc(C(=O)NCCCN2CCOCC2)c1	6	1.1	97	92	1	9	-6	7	0.65	-4
O=C1/C(=C/c2cccnc2)SC(=S)N1C1CCS(=O)(=O)C1 (configuration not stated)	6	1.6	102	101	1.1	-1	-6	2	-2.1	-7
COC(=O)c1cc(C(=O)NCCC(C)C)cc([N+](=O)[O-])c1	0	x	101	99	1	1	0	5	0.46	-4
O=C(CCn1c(=S)[nH]c2cc3c(cc2c1=O)OCO3)N1CCc2ccccc2C1	-1	0.91	93	103	1.1	-3	1	13	0.26	-8
CCC(CC)NC(=O)COC(=O)c1cc(Br)ccc1Cl	-18	1.3	97	92	1	8	17	3	x	0
COc1ccc(C(CNC(=S)NCc2ccccc2)N2CCCC2)cc1 (configuration not stated)	1	0.95	105	96	1.1	4	-1	-6	x	-7
CCn1c(SCCC#N)nnc1-c1ccncc1	-2	1.2	101	101	1.1	-1	2	2	x	-9
COc1cc(/C=C/C(=O)Nc2nnc(CC(C)C)s2)cc(OC)c1OC	0	0.9	114	97	1	3	0	-19	0.2	-2
CCOCCCNc1nc2ccccc2[nH]1	-2	1	100	100	1	0	2	4	x	-1

Part of the list above with just APP 5'UTR act and STAT1 act:
canonical_smiles	APP 5'UTR act	STAT1 act
CCC(CC)NC(=O)COC(=O)c1cc(Br)ccc1Cl	17	92
CCOCCCNc1nc2ccccc2[nH]1	2	100
Cc1csc(NC(=O)CSc2nnc(-c3ccncc3)o2)n1	28	114
COC(=O)c1cc(C(=O)NCCC(C)C)cc([N+](=O)[O-])c1	0	99
COc1cc(/C=C/C(=O)Nc2nnc(CC(C)C)s2)cc(OC)c1OC	0	97

(next part)
SMILES	APP transl inh	NF-kB expr up	STAT3 act	STAT1 act	FLuc act counter	STAT1 inh	APP 5'UTR act	STAT3 inh	ROMK mod	FLuc inhib CS
COc1ccc(Cl)cc1N/C(N)=N/c1nc(C)cc(=O)[nH]1	4	0.96	99	96	1.1	4	-3	7	0.54	-6
COc1ccc(-c2csc(/C(C#N)=C\c3ccc(OC)c([N+](=O)[O-])c3)n2)cc1	-18	1.1	93	101	1.1	-1	18	9	0.012	-6
COc1ccccc1NCCC(=O)OCC(=O)NC1CCCCC1	5	1.1	101	91	1.1	10	-5	-6	x	-7
Cc1cccc(C(=O)NNC(=O)c2ccccc2-n2cccc2)c1	4	1.2	94	97	1	1	-4	9	x	-3
CN(C)S(=O)(=O)c1cccc(NC(=S)NN=C(Cc2ccccc2)Cc2ccccc2)c1	1	1.1	99	104	1.1	-4	-1	4	x	-8
CCOC(=O)c1c(N)sn(-c2ccccc2)c1=S	-2	0.97	102	93	1	8	2	2	x	-5
O=C(O)c1ccc2c(c1)C(=O)N(c1cccc(S(=O)(=O)Nc3cccc(C(F)(F)F)c3)c1)C2=O	-14	1.2	100	101	1.1	-2	14	2	-0.35	-9
O=C(Cn1c(=O)c(=O)n(Cc2ccccc2)c2ccc(Cl)cc21)NCC1CCCO1 (configuration not stated)	-1	1	96	100	1	0	1	5	0.36	-4
Cc1cccc(-c2c3c(=O)n(C)c(=O)n(C)c3cn2-c2ccccc2O)c1	0	1	118	103	1	-4	0	-14	0.8	-2
COC(=O)c1ccc(S(=O)(=O)NCCSc2nnc3c4ccccc4n(C)c3n2)cc1	-4	0.9	108	99	1	-1	4	-5	-0.046	-4
O=C(NCc1nnc(SCC(=O)N2CCOCC2)o1)c1cccs1	-1	1.1	109	107	1	-9	1	3	0.0034	-3
COc1ccc(OC)c(N=Cc2c(O)[nH]c3ccccc23)c1	15	0.96	84	115	1	-16	-15	23	x	0
Cc1ccc(S(=O)(=O)N(Cc2ccccc2)c2ccccc2C(=O)NCc2ccco2)cc1	1	0.76	103	92	1	9	-1	7	x	-3
Cc1c(F)cccc1NS(=O)(=O)c1ccccc1C#N	-5	1.4	101	97	1	3	5	2	x	-1
CC(C(=O)Nc1ccc2nccnc2c1)N1C(=O)C2C3C=CC(C3)C2C1=O (configuration not stated)	-8	0.62	95	97	1	4	8	11	x	-5
COc1ccc(/C=C/C(=O)OCC(=O)c2c(N)n(C)c(=O)n(C)c2=O)c(OC)c1	-15	1.1	85	105	1.1	-5	15	20	-0.49	-8
O=C1NC2(CCCCC2)N(C(=O)c2ccccc2)C2=C1CCCC2	9	1.1	101	107	1.1	-7	-9	0	0.35	-8
O=C(NCc1cccnc1)C(=O)NCC1OCCN1S(=O)(=O)c1ccc(Cl)cc1 (configuration not stated)	10	1.1	94	100	1.2	0	-10	7	-0.88	-16
COc1cc(N)c(Br)cc1C(=O)O	15	1.1	95	99	1	1	-15	8	-0.15	-2
COc1ccc(C)cc1NC(=O)CSc1ccc(-c2cccnc2)nn1	32	0.92	100	101	1	-4	-32	6	0.56	-4
Cc1cccc(NC(=O)c2ccc(NS(=O)(=O)c3c(C)noc3C)cc2)c1	-16	0.98	102	96	1.1	4	16	3	-0.1	-7
C=C1CC(C(=O)N/N=C/c2ccccc2)C1	-20	1.1	98	108	0.9	-9	20	3	-0.81	5
CCCc1[nH]nc2c1C(c1ccc(OC(=O)N3CCOCC3)cc1)C(C#N)=C(N)O2 (configuration not stated)	-19	1.3	109	121	1.1	-23	19	-6	x	-8
CC1CCN(S(=O)(=O)c2ccc(C(C)C)cc2)CC1	4	0.98	105	93	1	7	-4	0	0.4	-3
O=C(CC1S/C(=N/N=C/c2cccs2)NC1=O)Nc1ccccc1F (configuration not stated)	-12	1.2	90	101	1	-5	12	16	0.062	-5
Cn1c(SCC(N)=O)nnc1-c1ccccc1	-2	1.3	103	101	1	-1	2	0	0.65	-2
Cc1ccc(C)c(NC(=S)NC(NC(=O)OCc2ccccc2)C(Cl)(Cl)Cl)c1 (configuration not stated)	-12	1.1	112	101	1.1	-2	12	-16	x	-6
Cc1ccccc1-n1c(=O)cc(N2CC(C)OC(C)C2)[nH]c1=O (configuration not stated)	-15	1.6	103	105	1	-5	15	1	x	-3
C=CCn1c(SCC(=O)Nc2ccccc2)nc2scc(-c3cccs3)c2c1=O	x	0.84	106	94	1.1	6	x	-9	-1.8	-8
O=C(NCCSc1ccccc1)c1ccco1	-41	1.9	109	134*	1	-36	41	-6	0.5	5
CSc1nc(-c2ccccc2F)c(C#N)c(=O)n1C	-20	1.3	103	90	1.1	10	20	8	-0.18	-10
CCOC(=O)c1c(NC(=O)CC2Nc3cc(C)c(C)cc3NC2=O)sc(C)c1C (configuration not stated)	-7	0.84	106	99	1	-5	7	3	x	-3
COCc1cc(/C=N\NC(=O)c2ccc(Cl)cc2)ccc1OC	24	0.95	100	98	1.1	3	-24	1	0.11	-8
O=S(=O)(c1ccc(Br)cc1)N1CCn2c(nc3ccccc32)C1	-1	1.1	107	100	1	0	1	0	x	0
COC(=O)c1cc(-c2ccccc2)sc1NC(=O)CN1C(=O)c2ccccc2C1=O	-5	1.2	89	99	1.1	1	5	24	x	-6
COc1cc(C(=O)NC2CCCC2)c(Br)c(OC)c1OC	8	1.3	99	99	1.1	1	-8	4	0.048	-11
O=[N+]([O-])c1ccc(Sc2ccccc2)nc1	10	1.2	97	93	1.1	8	-10	8	-0.56	-6
CN(C)S(=O)(=O)N1CCN(c2ccc(Cl)cc2)CC1	-9	1.2	108	101	1	-1	9	-7	0.26	4
CC1CN(Cc2nc3c(c(=O)n(C)c(=O)n3C)n2Cc2ccccc2)CC(C)O1 (configuration not stated)	-4	1.1	101	100	1.1	0	4	8	x	-5
CCCN(CCC)C(=O)c1cc2c(=O)[nH]c3ccc(C)cc3c2s1	-8	0.63	95	103	1	-4	8	13	-4.2*	0
O=c1oc(-c2ccccc2Cl)nc2ccsc12	x	1.4	109	97	1	3	x	-3	-1.4	0
CC(=O)c1ccc(COC(=O)c2ccccc2NC(=O)C(C)C)cc1	17	0.92	98	92	1	6	-17	7	-0.075	-3
COc1ccc(-c2cc(-c3ccc(F)cc3)nc(N3CCN(C)CC3)n2)cc1	6	1.1	107	99	x	1	-6	-3	0.59	x
COC(=O)C1=C(N)OC2=C(C(=O)CC(C)(C)C2)C1c1ccccc1OCC#N (configuration not stated)	-14	1.1	103	106	1	-7	14	4	-0.081	-3
CCn1nc(C)c(CCC(=O)O)c1C	-25	1.4	104	107	1	-10	25	-2	0.62	-4
Cc1c(C#N)c(NC(=O)CCl)n(Cc2ccccc2)c1C	10	0.23	80	77	1.1	24	-10	30	0.61	-6
COc1ccc(Nc2nc(N3CCCC3)nc(N3CCCC3)n2)c(OC)c1	-3	0.62	107	109	1.1	-10	3	-4	-1.1	-6
Cc1cccc(NC(=O)N2CCC(NC(=O)c3ccccc3C)CC2)c1	-16	1.1	101	104	1.1	-5	16	3	-1.1	-5
CCOC(=O)N=S(=O)(Oc1ccc([N+](=O)[O-])cc1)c1ccccc1 (configuration not stated)	-12	1.1	101	102	1.1	-3	12	2	x	-7
CCOc1ccc(C(=O)Nc2cccc([N+](=O)[O-])c2)cc1Br	16	1.3	109	93	1	8	-16	-6	-0.17	-1
Cc1ccnc(N2CCC(C(=O)Nc3ccc4c(c3)OCO4)CC2)n1	12	1.3	98	95	1	6	-12	9	x	-3

Whole records, looked up by structure. Order of screens: APP transl inh	NF-kB expr up	STAT3 act	STAT1 act	FLuc act counter	STAT1 inh	APP 5'UTR act	STAT3 inh	ROMK mod	FLuc inhib CS
COc1cc(C(=O)NC2CCCC2)c(Br)c(OC)c1OC is entered as 8	1.3	99	99	1.1	1	-8	4	0.048	-11
O=S(=O)(c1ccc(Br)cc1)N1CCn2c(nc3ccccc32)C1 is entered as -1	1.1	107	100	1	0	1	0	x	0
